Source: PubChem
GLP1R ag: qHTS of GLP-1 Receptor Agonists; actives 0.007% (n = 380,000); Potency, µM (series often up to 45.6 µM), for inactives: top-dose activation, most hits filed as activators; Glucagon-like peptide 1 receptor (Homo sapiens), P43220; HEK293 GLP-1R CRE-luciferase, luminescence, 4-6 h; cells express a hypersensitive GLP-1R form; further: % of control where 0% means no effect
Target sequence (P43220 whole entry, looked up): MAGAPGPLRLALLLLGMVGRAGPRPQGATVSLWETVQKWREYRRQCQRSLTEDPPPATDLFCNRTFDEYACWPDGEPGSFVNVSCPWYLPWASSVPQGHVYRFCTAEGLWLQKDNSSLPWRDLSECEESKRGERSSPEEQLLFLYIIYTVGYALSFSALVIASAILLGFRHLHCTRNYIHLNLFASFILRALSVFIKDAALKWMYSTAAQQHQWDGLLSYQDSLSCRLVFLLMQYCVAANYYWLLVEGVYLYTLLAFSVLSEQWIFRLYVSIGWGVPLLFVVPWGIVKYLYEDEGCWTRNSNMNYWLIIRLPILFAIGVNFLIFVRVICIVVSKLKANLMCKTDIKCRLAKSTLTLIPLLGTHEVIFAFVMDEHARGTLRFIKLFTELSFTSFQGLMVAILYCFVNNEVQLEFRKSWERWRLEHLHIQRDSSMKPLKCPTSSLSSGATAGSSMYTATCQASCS
HT1080NT lethal: qHTS for induction of synthetic lethality in tumor cells producing 2HG: qHTS for the HT-1080-NT fibrosarcoma cell line; AID 686970, 2013; HT-1080-NT fibrosarcoma viability, CellTiter-Glo ATP luminescence, 48 h; actives 1.6% (n = 360,000); Potency, µM (series often up to 46.1 µM), for the others: at the highest dose activity, negative = less viability, usual class: cytotoxic;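 further: NT is the 2HG producing partner of a matched IDH1 knockdown line; 0% = DMSO-treated cells and -100% = media-only wells without cells; nearly all actives have a fitted effect of over 55% in size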
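Toxicity toward the 2HG-producing NT line was scored as %Activity, normalised to DMSO and no-cell wells, from CellTiter-Glo luminescence after 48 hours' treatment.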
TDP-43 yeast inh: qHTS of TDP-43 Inhibitors. Potency, µM (titrated, usually from 46.1 µM), for inactives: at the top dose growth rescue (activation), actives largely listed as activators. AID 652104, 2013. actives 1.8% (n = 410,000). TDP-43 expressing yeast growth rescue, BacTiter-Glo, 24 h; further: % of control where 0% means no effect; nearly all actives have a fitted effect of over 50% in size
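In this qHTS, compounds that restore growth of yeast expressing TDP-43 appear as activators. Cells (OD600=0.02, galactose medium, raffinose-pregrown) are incubated with compound 24 hr at 30 deg C and growth is quantified by BacTiter-Glo.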
GLP1R inv ag: qHTS of GLP-1 Receptor Inverse Agonists (Inhibition Mode) | Potency, µM (series often up to 38.3 µM), inactives show at the highest dose activity change, negative = inhibition, actives largely listed as inhibitors | actives 1.6% (n = 410,000) | AID 624417, 2012 | HEK293 GLP-1R CRE-luciferase, luminescence, 24 h; GLP-1R form is constitutively active | Glucagon-like peptide 1 receptor (Homo sapiens), P43220; further: on the % scale 0 is the no-effect control and ±100 the full control effect; nearly all actives have a fitted effect of over 55% in size
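qHTS in 1536-well format: reporter HEK293 cells expressing constitutive GLP-1R activity in DMEM + 10% Nu serum, 24 hr with compounds at 37 deg C, luminescence read after 12 min with detection reagent.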
KB-V1 MDR tox: qHTS assay for MDR1-selective chemotherapeutics: Primary screen using the drug-selected MDR subline cells KB-V1; actives 3.4% (n = 400,000); Potency, µM (series often up to 46.1 µM), without a hit: top-dose activity change, negative = cytotoxicity, most hits filed as cytotoxic; KB-V1 MDR cells viability, CellTiter-Glo, 72 h; further: on the % scale 0 is the no-effect control and ±100 the full control effect; nearly all actives have a fitted effect of over 60% in size
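KB-V1 MDR subline cells in DMEM (phenol-red free, 10% FBS) exposed to compounds in qHTS concentration series for 72 h at 37 degrees C. Viability read by CellTiter-Glo luminescence; concentration-effect curves fitted after normalization and correction.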
HT1080 IDH1KD tx: qHTS for induction of synthetic lethality in tumor cells producing 2HG: qHTS for the HT-1080-IDH1KD cell line | HT-1080 IDH1 knockdown viability, ATP luminescence, 48 h | Potency, µM (series often up to 46.1 µM), for inactives: top-dose activity, negative = toxicity, most hits filed as cytotoxic | actives 2% (n = 360,000) | AID 686971, 2013;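 further: 0% = DMSO wells and -100% = cell-free medium wells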
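CellTiter-Glo luminescence after 48 h compound exposure at 37 degrees C of IDH1-knockdown HT-1080 cells in 5% FBS RPMI. %Activity scaled between DMSO wells and cell-free media wells, with curves fitted and assigned curve classes.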
HEK293 tox: qHTS of GLP-1 Receptor Inverse Agonists: Cytotox Screen | HEK293 cAMP-luciferase reporter cells, luminescence, 24 h | actives 0.13% (n = 410,000) | Potency, µM (top dose mostly 38.3 µM), without a hit: top-dose activity change, negative = inhibition, hits mostly inhibitors;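 further: loss of luciferase light is scored as toxicity; on the % scale 0 is the no-effect control and ±100 the full control effect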
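Quantitative HTS format, 1536 wells, 200 cells/uL seeded. Compounds: 23 nL, 24 h, 37 °C. Detection: luciferase reagent, luminescence at 12 min RT; decreased signal taken as cytotoxic.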
SW480 rereplic: A quantitative high throughput screen for small molecules that induce DNA re-replication in SW480 colon adenocarcinoma cells; Potency, µM (doses to about 46.1 µM), for the others: at the top dose re-replication activation, most hits filed as activators; actives 1.8% (n = 340,000); SW480 DNA re-replication, Hoechst DNA content imaging, 48 h; further: % of control where 0% means no effect; nearly all actives have a fitted effect of over 55% in size
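Per well, 250 cells were exposed to pinned compound for 48 hr. Nuclear DNA was visualised with Hoechst (40 min, 37 C) and total object intensity recorded by fluorescence scanning.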
KB-3-1 tox: qHTS assay for MDR1-selective chemotherapeutics: Primary screen using the parental adenocarcinoma cell KB-3-1 | KB-3-1 viability, CellTiter-Glo ATP luminescence, 72 h | Potency, µM (series often up to 46.1 µM), for the others: at the highest dose activity change, negative = cytotoxic, actives largely listed as cytotoxic | actives 1.4% (n = 400,000) | AID 1347075, 2019; further: on the % scale 0 is the no-effect control and ±100 the full control effect; nearly all actives have a fitted effect of over 60% in size
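Cytotoxicity measured as CellTiter-Glo luminescence after 72 h at 37 C. Compound titrations were pinned onto drug-naive KB-3-1 parental adenocarcinoma cells grown in DMEM with 10% FBS, and normalized data fitted to concentration-response curves.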
* hit, by the source's call; ? = inconclusive; . = no result given; [ ] = another dose, or the depositor's remark. The call rests on the fitted dose curve; in most records, active means well fitted curve in the direction sought with a large enough effect; inconclusive means small, poorly fitted or top-dose-only effect, or another doubt; inactive means no such curve, though single readings can be large; an effect the other way counts as inactive or inconclusive. Potency means the concentration at half of the fitted maximal effect. Rows are unselected. Share with any hit: about 9.4%.

Order of values – TDP-43 yeast inh, GLP1R ag, HT1080 IDH1KD tx, KB-V1 MDR tox, SW480 rereplic, HEK293 tox, GLP1R inv ag, HT1080NT lethal, KB-3-1 tox
1) N#Cc1ccc2ccn(CC(=O)N3CCCc4ccccc43)c2c1
  23%, 0%, -2%, ?, 1%, -40%, ?, -15%, 10%
2) Cc1c(O)nc(SCC(=O)Nc2ccc3c4c(cccc24)CC3)n(-c2ccccc2)c1=O
  5%, 4%, -14%, 5%, -24%, 11%, 21%, -8%, 0%
3) COc1ccc(C2C(C(C)=O)=C(O)C(=O)N2c2ccc(Br)cn2)cc1 (stereo not drawn)
  6%, -1%, 9%, -9%, -5%, -6%, 6%, 12%, 0%
4) COc1ccccc1C(=O)COC(=O)C1(C)CC1(Cl)Cl (stereo not drawn)
  ?, 1%, 7%, 12%, 2%, 10%, 10µM*, 1%, 0%
5) CCCNC(=O)c1cc(C2CCCCN2C(=O)CCc2ccccc2)on1 (stereo not drawn)
  21%, -4%, ?, -8%, ., 5%, -14%, 3%, 0%
6) O=C(COC(=O)c1cc(=O)[nH]c2ccccc12)Nc1nc(-c2ccc(F)cc2)cs1
  -15%, 11%, 6%, 0%, 7%, 0%, 28%, -5%, -17%
7) OCCCc1cn(-c2ccccc2)c2ccccc12
  13µM*, 9%, -23%, 1%, ?, 5%, ?, -17%, 4%
8) Cc1ccc(S(=O)(=O)N(CCc2ccccc2)CC(=O)Nc2ccccc2C)cc1
  9%, 5%, ., ?, ., 1%, ?, ., ?
9) CC1=C(C(=O)N2CCCCCC2)CC(CC(=O)NCCc2ccccn2)C(=O)N1CCC1=CCCCC1 (stereo not drawn)
  -1%, ., -2%, 0%, ., ., ., -2%, .
10) COCCN(C(=O)c1snc(C(N)=O)c1N)C(C(=O)NC1CCCCC1)c1cc(OC)c(OC)c(OC)c1 (stereo not drawn)
  -7%, -1%, -6%, -24%, 17%, -1%, 11%, 4%, -4%
11) CCOc1ccc(CCNC(=O)Cc2ccc(NC3=NC4CS(=O)(=O)CC4S3)cc2)cc1OCC (stereo not drawn)
  -1%, 0%, 9%, 0%, -7%, 2%, 14%, ?, 4%
12) O=C(NCn1cnccc1=O)c1ccccc1
  -4%, -17%, 1%, 0%, -4%, 6%, 0%, 1%, -5%
13) Cn1c(=O)c2c(nc(N3CCNCC3)n2Cc2ccccc2Cl)n(C)c1=O
  -19%, 7%, 15%, -2%, -20%, 3%, 8%, 6%, 0%
14) COCc1ccc(CN2CCC(Oc3ccc(C(=O)NCc4ccccn4)cc3)CC2)o1
  18%, -11%, 12%, ., -3%, 9%, -9%, 6%, .
15) Cn1c(=O)c2ncn(CC(=O)Nc3ccc(N4CCOCC4)cc3)c2n(C)c1=O
  -15%, -8%, -14%, 6%, 0%, -1%, -1%, 20%, -10%

10 entries already listed, sorted by molecular weight, highest first.
Order of values – TDP-43 yeast inh, GLP1R ag, HT1080 IDH1KD tx, KB-V1 MDR tox, SW480 rereplic, HEK293 tox, GLP1R inv ag, HT1080NT lethal, KB-3-1 tox
10) COCCN(C(=O)c1snc(C(N)=O)c1N)C(C(=O)NC1CCCCC1)c1cc(OC)c(OC)c(OC)c1 (stereo not drawn)
  -7%, -1%, -6%, -24%, 17%, -1%, 11%, 4%, -4%
9) CC1=C(C(=O)N2CCCCCC2)CC(CC(=O)NCCc2ccccn2)C(=O)N1CCC1=CCCCC1 (stereo not drawn)
  -1%, ., -2%, 0%, ., ., ., -2%, .
2) Cc1c(O)nc(SCC(=O)Nc2ccc3c4c(cccc24)CC3)n(-c2ccccc2)c1=O
  5%, 4%, -14%, 5%, -24%, 11%, 21%, -8%, 0%
14) COCc1ccc(CN2CCC(Oc3ccc(C(=O)NCc4ccccn4)cc3)CC2)o1
  18%, -11%, 12%, ., -3%, 9%, -9%, 6%, .
15) Cn1c(=O)c2ncn(CC(=O)Nc3ccc(N4CCOCC4)cc3)c2n(C)c1=O
  -15%, -8%, -14%, 6%, 0%, -1%, -1%, 20%, -10%
5) CCCNC(=O)c1cc(C2CCCCN2C(=O)CCc2ccccc2)on1 (stereo not drawn)
  21%, -4%, ?, -8%, ., 5%, -14%, 3%, 0%
4) COc1ccccc1C(=O)COC(=O)C1(C)CC1(Cl)Cl (stereo not drawn)
  ?, 1%, 7%, 12%, 2%, 10%, 10µM*, 1%, 0%
1) N#Cc1ccc2ccn(CC(=O)N3CCCc4ccccc43)c2c1
  23%, 0%, -2%, ?, 1%, -40%, ?, -15%, 10%
7) OCCCc1cn(-c2ccccc2)c2ccccc12
  13µM*, 9%, -23%, 1%, ?, 5%, ?, -17%, 4%
12) O=C(NCn1cnccc1=O)c1ccccc1
  -4%, -17%, 1%, 0%, -4%, 6%, 0%, 1%, -5%

Next records
Order of values – TDP-43 yeast inh, GLP1R ag, HT1080 IDH1KD tx, KB-V1 MDR tox, SW480 rereplic, HEK293 tox, GLP1R inv ag, HT1080NT lethal, KB-3-1 tox
16) C[C@@]12C(=O)N(Cc3ccco3)CC(=O)N1[C@H]1c3cc(Cl)ccc3OC[C@@H]1[C@@H]2c1ccccc1
  ?, 2%, -9%, -1%, 0%, -5%, -1%, -12%, 3%
17) CCOC(=O)C1CCN(C(=O)Cn2cnc3sc(C)c(S(=O)(=O)N4CCOCC4)c3c2=O)CC1
  -11%, 8%, 9%, 16%, -16%, 0%, 17%, 9%, -4%
18) Clc1ccc(N2CCN(/N=C/c3ccncc3)CC2)cc1
  -11%, 3%, -17%, ?, 2%, -8%, 14%, -11%, -9%
19) CCN(CC)S(=O)(=O)c1ccc2c(c1)CC(C(=O)N1CCCC1)N2C(C)=O (stereo not drawn)
  16%, -1%, 4%, 3%, -13%, 16%, 16%, 5%, 1%
20) CC1(C)Cc2cccc(Oc3cc(NN4CCCCC4)c([N+](=O)[O-])cc3[N+](=O)[O-])c2O1
  17%, 3%, 9%, -9%, 1%, 0%, ?, -1%, -26%
21) COc1cccc(C2CC(C(F)(F)F)n3ncc(C(=O)NCc4ccco4)c3N2)c1 (stereo not drawn)
  8%, 8%, -8%, -11%, -6%, -27%, ?, -7%, 0%
22) O=C(Nc1ccc(C2=NCCN2)cc1)c1ccc(C(=O)Nc2ccc(C3=NCCN3)cc2)c([N+](=O)[O-])c1
  16%, 6%, -8%, -1%, 0%, -11%, 6%, -1%, -20%
23) C=CCn1cnc2c(nnn2-c2ccc(C)c(C)c2)c1=O
  6%, 5%, 9%, ?, -9%, 10%, 7%, 7%, 15%
24) CCOc1ccc(CN2CCN(C3CCSCC3)CC2CCO)cc1 (stereo not drawn)
  -22%, 5%, 5%, -16%, -140%[inhibitor], 1%, -13%, 7%, 1%
25) CC(OC(=O)C1CC(=O)N(Cc2ccccc2)C1)C(=O)Nc1cccc(C#N)c1 (stereo not drawn)
  -6%, 3%, 15%, 1%, -6%, -1%, 15%, 4%, 0%
26) O=C(CSC1=NCCN1)NC12CC3CC(CC(C3)C1)C2
  -20%, -5%, -21%, 5%, 1%[9.22 µM], ?, ?, -13%, -46%
27) CCCc1nn(C)c2c1C(c1cccnc1)C(C#N)=C(N)O2 (stereo not drawn)
  -17%, -5%, 9%, 14%, -17%, 1%, 24%, 2%, 15%
28) COc1ccccc1NS(=O)(=O)c1cccc(C(=O)N(C)Cc2cccs2)c1
  6%, 0%, -6%, ?, 10%, -2%, -31%, -2%, 1%
29) COC(=O)Cn1cc(C(=O)C2CC2)c2ccccc21
  9%, -1%, 4%, 25%, -1%, 0%, 7%, 7%, 0%
30) NS(=O)(=O)c1ccc2nc(NC(=O)CS(=O)(=O)c3ccccc3)sc2c1
  15%, -6%, 9%, -11%, -20%, -2%, 1%, 11%, 2%
31) COc1ccccc1N1CCN(C(=O)CN(c2ccc(C)c(C)c2)S(C)(=O)=O)CC1
  13%, -11%, 6%, ?, 2%, -18%, -1%, -1%, 3%
32) CC(=O)NCCNC(=O)c1ccc2c(c1)S(=O)(=O)c1ccccc1C2=O
  -11%, 16%, 3%, 0%, -11%, -11%, 65%[activator], 8%, 13%
33) CC1(c2ccc3noc(-c4cccc(F)c4)c3c2)OCCO1
  0%, -3%, 3%, 1%, -1%, 4%, 5%, 0%, -22%
34) O=C(COc1ccccc1Br)NC1CC1
  14%, 0%, 8%, 25%, 8%, -1%, 12%, 5%, 22%
35) COc1cccc(NC(=O)CN(C)C(=O)c2ccc(Cl)c(S(=O)(=O)N3CCCCCC3)c2)c1
  -13%, 16%, -13%, 7%, -13%, -5%, 8.9µM*, -18%, 0%
36) O=C(COC(=O)C12CC3CC(CC(O)(C3)C1)C2)Nc1ccc(Br)cc1F
  7%, 3%, -1%, ?, -12%, 3%, ?, 3%, 3%
37) COC(=O)[C@@]1(Cc2ccc(F)cc2)[C@H]2c3cc(C(=O)N(C)C)n(CCc4c[nH]c5ccc(OC)cc45)c3C[C@H]2CN1C(=O)c1ccccc1
  ?, -3%, 7%, 18µM*, ., 1%, 21%, 14%, ?
38) CCCCC(OC(=O)c1ccco1)C(=O)NCc1ccc(C)cc1 (stereo not drawn)
  -1%, 15%, 14%, ?, -9%, -4%, -18%, 5%, 25%
39) CCn1c(CC2C(=O)Nc3ccccc32)nc2ccccc2c1=O (stereo not drawn)
  24%, ., ., -5%, ., -14%, -8%, ., 1%
40) CCOCCn1c(=NC(=O)c2cc3ccccc3oc2=O)sc2cc(S(N)(=O)=O)ccc21
  -3%, 2%, -2%, 7%, ?, 4%, 14%, 0%, -14%
41) CCOc1ccc(-c2nnc(SCC(=O)NC3CCCC3)nc2-c2ccc(OCC)c(OC)c2)cc1OC
  18%, ., ., 15%, ., 4%, 1%, ., 1%
